Source: PubChem BioAssay
SF-1 act: activators of human nuclear receptor SF-1; Q13285; CHO-K1 Gal4-SF-1 LBD luciferase reporter; % increase over DMSO SF-1-specific signal; activation, % at 10 µM; actives 1.9% (n = 65,000);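 active = activation above the mean activation of all tested compounds plus 3 SD, cut at about 50% in these data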
Target sequence (Q13285 whole entry, looked up, the tested form may be a part): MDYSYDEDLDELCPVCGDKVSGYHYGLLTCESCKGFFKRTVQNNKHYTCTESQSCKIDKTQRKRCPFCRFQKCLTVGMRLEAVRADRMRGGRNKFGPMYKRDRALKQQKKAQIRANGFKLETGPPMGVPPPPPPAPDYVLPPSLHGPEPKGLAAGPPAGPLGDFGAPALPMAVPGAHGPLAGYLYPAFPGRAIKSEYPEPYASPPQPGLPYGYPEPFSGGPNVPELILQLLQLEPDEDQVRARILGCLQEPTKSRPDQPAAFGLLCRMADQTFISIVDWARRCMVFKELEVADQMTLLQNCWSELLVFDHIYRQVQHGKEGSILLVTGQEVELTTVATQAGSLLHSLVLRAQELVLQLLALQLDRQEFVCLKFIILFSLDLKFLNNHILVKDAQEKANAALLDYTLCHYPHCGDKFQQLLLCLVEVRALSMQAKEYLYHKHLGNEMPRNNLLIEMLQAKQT
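Material: Transient Gal4-SF-1 LBD reporter, CHO-K1 | Input: 4,000 cells/well | Dosing: One dose, 10 µM compound, 1% DMSO | Incubation: 20 h compound treatment, 37 °C | Detection: SteadyLite luciferase luminescence | Evaluation: Percent activation relative to DMSO median and mock-transfected background | Benchmarks: DMSO-treated SF-1-transfected cells as negative, DMSO-treated mock-transfected cells lacking SF-1 as background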
D1 mod: allosterically modulates the human D1 dopamine receptor. P21728. HEK293 D1, CRE-luciferase, dopamine EC30 potentiation; actives deviate in either direction. B-score at 10 µM. actives 5.9% (n = 58,000). AID 641;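 active = luminescence count or its row- and column-corrected plate score outside the 99.7% band of the plate's sample wells, on either side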
DUSP1 inh: inhibitors of human MKP-1 phosphatase. AID 374. recombinant MKP-1, OMFP hydrolysis fluorescence. actives 0.15% (n = 65,000). P28562. inhibition, %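 (compounds tested at a single concentration somewhere between 10 and 100 µM)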;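 active = inhibition above about 50%, limit read from the data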;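 note: 0% = DMSO max control wells and 100% = wells with enzyme stopped by NaOH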
FXIIa inh mix: blocks human factor XIIa in pooled compound mixtures | AID 684 | actives 0.2% (n = 62,000) | inhibition, % at 5 µM | P00748 | purified FXIIa, fluorogenic substrate; in the data active = inhibition above about 20%, passing the limit was not always enough;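 note: 0% = enzyme without compound and 100% = no enzyme blank; some results filed as inactive read as strong as hits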
Cdc25B inh: human M-phase inducer phosphatase 2 inhibition. recombinant Cdc25B, OMFP fluorescence Ex485/Em525. inhibition, %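 (compounds tested at 10 µM final in the well)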. actives 0.1% (n = 65,000). AID 368; in the data active = inhibition above about 50%
RORA act: activators of human nuclear receptor RORA. P35398. CHO-K1 Gal4-RORA LBD luciferase reporter, luminescence; percent increase over mock-subtracted basal signal. activation, % at 10 µM. actives 1.5% (n = 65,000);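 active = activation above the mean of all tested compounds plus 3 SD, cut at about 49% in these data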;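 note: 0% = DMSO-treated RORA cells and 100% = added signal equal to DMSO minus mock-transfected cells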
Hsp90 block: displaces geldanamycin probe from tumor Hsp90; P07900; NCI-N417 lysate Hsp90, Cy3B-geldanamycin FP displacement; inhibition, % at 30 µM; actives 0.35% (n = 64,000);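 active = inhibition above 50%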;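 note: 0% = tracer plus lysate wells and 100% = tracer alone without lysate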
Her2 expr inh: lowers expression of human Her2 kinase; P04626; SKBR-3 HER2 protein level, AlphaScreen, 18-24 h; active compounds read low; HER2 level % of control, % at 10 µM; actives 0.69% (n = 65,000); AID 645;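 active = HER2 level under 5% of the carrier-only control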;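 note: 100% = DMSO carrier and 0% = 500 nM PU-H71 HSP90 inhibitor; lower value means stronger loss of Her2 protein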
TNAP act mid DEA: human TNAP activation, intermediate phosphate acceptor; P05186; purified TNAP, CDP-star luminescence, 100 mM DEA, 30 min; active compounds read high; scale: 0 levamisole-inhibited, 1 vehicle-only enzyme; activation factor at 20 µM; 64,000 tested, under 10 active; AID 813;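 active = activation factor of at least 2 at 20 µM, relative to controls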
Target sequence (P05186 whole entry, looked up): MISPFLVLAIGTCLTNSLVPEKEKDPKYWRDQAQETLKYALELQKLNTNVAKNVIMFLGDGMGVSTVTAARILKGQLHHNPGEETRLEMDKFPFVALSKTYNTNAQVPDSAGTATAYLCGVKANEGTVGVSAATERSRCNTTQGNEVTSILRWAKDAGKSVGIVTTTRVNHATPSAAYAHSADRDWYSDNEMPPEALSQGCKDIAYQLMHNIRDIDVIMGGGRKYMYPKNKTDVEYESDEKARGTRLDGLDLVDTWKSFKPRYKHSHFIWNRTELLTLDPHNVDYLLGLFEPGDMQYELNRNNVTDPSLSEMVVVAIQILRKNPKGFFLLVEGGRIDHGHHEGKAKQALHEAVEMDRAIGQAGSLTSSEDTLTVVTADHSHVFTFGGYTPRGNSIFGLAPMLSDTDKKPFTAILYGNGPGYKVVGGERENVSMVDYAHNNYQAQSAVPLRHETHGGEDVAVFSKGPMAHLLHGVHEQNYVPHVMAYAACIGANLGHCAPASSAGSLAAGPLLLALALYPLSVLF
* = called active by the depositor.

How did O=C1CCCc2c1cc(C(=O)Nc1ccc(Br)cn1)c(=O)n2-c1ccccc1 do in these assays?
SF-1 act: 5; D1 mod: 0.33; DUSP1 inh: 7; FXIIa inh mix: 6; Cdc25B inh: -4; RORA act: 13; Hsp90 block: 2; Her2 expr inh: 86; TNAP act mid DEA: 0.9

Results for COC(=O)c1[nH]c2c(c1C)C(=O)CC(c1ccc(C)cc1)C2 (configuration not stated) ?
SF-1 act: 15; D1 mod: -3.1; DUSP1 inh: 11; FXIIa inh mix: -19; Cdc25B inh: 2; RORA act: 21; Hsp90 block: -9; Her2 expr inh: 63; TNAP act mid DEA: 1

Results for O=C(O)COc1c(F)c(F)c(C(F)(F)F)c(F)c1F ?
SF-1 act: 4; D1 mod: -0.43; DUSP1 inh: 7; FXIIa inh mix: 4; Cdc25B inh: 2; RORA act: -13; Hsp90 block: -3; Her2 expr inh: 78; TNAP act mid DEA: 1

What do the screens show for `COC(=O)C1C(=O)c2c([nH]c(C(=O)OC3CCCCC3)c2C)CC1C` (configuration not stated)?
SF-1 act: 21; D1 mod: 1.3; DUSP1 inh: -14; FXIIa inh mix: 6; Cdc25B inh: 3; RORA act: 77*; Hsp90 block: 0; Her2 expr inh: 89; TNAP act mid DEA: 1

Results for CCCCOC(=O)Nc1ccccc1C(=O)N1CCCC1 ?
D1 mod: 0.83; DUSP1 inh: 7; FXIIa inh mix: -8; Cdc25B inh: -8; Her2 expr inh: 103; TNAP act mid DEA: 0.9

Results for Cn1c(SCC2CCCO2)nnc1-c1ccncc1 (configuration not stated) ?
SF-1 act: -7; D1 mod: 1.1; DUSP1 inh: 4; FXIIa inh mix: 5; Cdc25B inh: 13; RORA act: -10; Hsp90 block: 0; Her2 expr inh: 54; TNAP act mid DEA: 0.9

What do the screens show for `O=C(c1ccccc1C(=O)N1CCN(c2ccccc2)CC1)N1CCN(c2ccccc2)CC1`?
SF-1 act: -15; D1 mod: -2.1; DUSP1 inh: 10; FXIIa inh mix: 7; Cdc25B inh: 2; RORA act: 1; Hsp90 block: -9; Her2 expr inh: 106; TNAP act mid DEA: 1

Results for COc1ccc(-c2nnc(SCC(=O)NC(C)c3ccccc3)o2)cc1OC (configuration not stated) ?
SF-1 act: -6; D1 mod: 1.8; DUSP1 inh: 4; FXIIa inh mix: 9; Cdc25B inh: -10; RORA act: -4; Hsp90 block: 1; Her2 expr inh: 107; TNAP act mid DEA: 0.9

What do the screens show for `CC(=O)c1cccc(NS(=O)(=O)c2ccc3c(c2)oc(=O)n3C)c1`?
SF-1 act: -5; D1 mod: 0.064; DUSP1 inh: 6; FXIIa inh mix: 3; Cdc25B inh: -1; RORA act: -17; Hsp90 block: 1; Her2 expr inh: 95; TNAP act mid DEA: 0.8

How did Cc1ccc(S(=O)(=O)c2cc3c(=O)n4ccccc4nc3n(Cc3ccco3)c2=N)cc1C do in these assays?
SF-1 act: 42; D1 mod: 6*; DUSP1 inh: 15; FXIIa inh mix: -2; Cdc25B inh: 13; RORA act: 4; Hsp90 block: -7; Her2 expr inh: 87; TNAP act mid DEA: 0.8

Results for COc1ccc2[nH]c(C)c(CN3CCC(C)CC3)c(=O)c2c1 ?
SF-1 act: -6; DUSP1 inh: 1; FXIIa inh mix: 5; Cdc25B inh: -3; RORA act: -2; Her2 expr inh: 120; TNAP act mid DEA: 1

How did CCc1nnc(NC(=O)CSc2nc3c(c(=O)n2CC)SC(C)C3)s1 (configuration not stated) do in these assays?
SF-1 act: -15; D1 mod: 1.1; DUSP1 inh: 13; FXIIa inh mix: 3; Cdc25B inh: -6; RORA act: -12; Hsp90 block: 0; Her2 expr inh: 65; TNAP act mid DEA: 1.1

Results for Cc1onc(-c2ccccc2Cl)c1C(=O)Nc1ccc(S(=O)(=O)N2CCCC2)cc1 ?
SF-1 act: 4; D1 mod: -0.43; DUSP1 inh: 1; FXIIa inh mix: 2; Cdc25B inh: -8; RORA act: 4; Hsp90 block: -2; Her2 expr inh: 72; TNAP act mid DEA: 0.9

Results for CC(=O)CN1Cc2ccccc2/C1=N\C(=O)Nc1ccccc1 ?
SF-1 act: 5; D1 mod: -0.52; DUSP1 inh: 16; FXIIa inh mix: 11; Cdc25B inh: -6; RORA act: 9; Hsp90 block: -4; Her2 expr inh: 106; TNAP act mid DEA: 0.9

How did CCCn1c(SCC(=O)Nc2c(C)cccc2CC)nnc1C(C)C do in these assays?
SF-1 act: -9; D1 mod: 0.64; DUSP1 inh: 16; FXIIa inh mix: 5; Cdc25B inh: -1; RORA act: -10; Hsp90 block: -1; Her2 expr inh: 92; TNAP act mid DEA: 0.9

What do the screens show for `COc1ccc2[nH]c3ccc(OC)cc3c2c1`?
SF-1 act: 15; D1 mod: -0.11; DUSP1 inh: -19; FXIIa inh mix: 4; Cdc25B inh: -2; RORA act: 35; Hsp90 block: 6; Her2 expr inh: 102; TNAP act mid DEA: 0.9

Results for COc1ccc(-c2onc(C)c2-c2ccccc2)c(O)c1 ?
SF-1 act: 9; D1 mod: 0.023; DUSP1 inh: -7; FXIIa inh mix: 10; Cdc25B inh: 21; RORA act: 23; Hsp90 block: 13; Her2 expr inh: 113; TNAP act mid DEA: 0.9

How did O=C(Nc1ccc(N2CCOCC2)c(F)c1)c1ccncc1 do in these assays?
SF-1 act: 9; D1 mod: 0.33; DUSP1 inh: 8; FXIIa inh mix: -12; Cdc25B inh: 9; RORA act: 8; Hsp90 block: 4; Her2 expr inh: 73; TNAP act mid DEA: 0.9

Results for O=C(c1cc2ccccc2oc1=O)N1CCN(C(=O)C2CCCO2)CC1 (configuration not stated) ?
SF-1 act: 3; D1 mod: 0.0073; DUSP1 inh: 8; FXIIa inh mix: 9; Cdc25B inh: -6; RORA act: -8; Hsp90 block: -2; Her2 expr inh: 83; TNAP act mid DEA: 0.9

Results for O=c1[nH]c2ccsc2c(=O)n1-c1ccc(F)cc1 ?
SF-1 act: 0; D1 mod: 0.2; DUSP1 inh: 4; FXIIa inh mix: 6; Cdc25B inh: -11; RORA act: -8; Her2 expr inh: 59; TNAP act mid DEA: 1

How did CC(C)c1nnc(NC(=O)CCC(=O)NCc2ccco2)s1 do in these assays?
SF-1 act: -2; D1 mod: -0.13; DUSP1 inh: -2; FXIIa inh mix: 3; Cdc25B inh: -10; RORA act: -14; Hsp90 block: -5; Her2 expr inh: 97; TNAP act mid DEA: 0.9

How did COc1cccc2cc(C(=O)N3CCc4ccccc4C3)c(=O)oc12 do in these assays?
SF-1 act: 22; D1 mod: 1.4; DUSP1 inh: 21; FXIIa inh mix: 5; Cdc25B inh: 3; RORA act: 46; Hsp90 block: 0; Her2 expr inh: 81; TNAP act mid DEA: 0.9

What do the screens show for `COc1cc(S(=O)(=O)NCCc2ccc3c(c2)OCO3)ccc1-n1cnnn1`?
SF-1 act: 16; D1 mod: 0.02; DUSP1 inh: 15; FXIIa inh mix: 3; Cdc25B inh: 2; RORA act: 7; Hsp90 block: -4; Her2 expr inh: 79; TNAP act mid DEA: 1

Results for COc1ccc(OC)c(-n2c(SCC(=O)NCc3ccco3)nnc2-c2c[nH]c3ccccc23)c1 ?
SF-1 act: 5; D1 mod: -1.5; DUSP1 inh: 18; FXIIa inh mix: 4; Cdc25B inh: 4; RORA act: -23; Hsp90 block: -1; Her2 expr inh: 58; TNAP act mid DEA: 0.9

How did O=C(c1ccccc1)c1ccc(N2CCCC2)cc1 do in these assays?
SF-1 act: 77*; D1 mod: 0.033; DUSP1 inh: 3; FXIIa inh mix: 5; Cdc25B inh: -11; RORA act: 30; Her2 expr inh: 93; TNAP act mid DEA: 0.9

What do the screens show for `Cc1ccccc1-n1nnnc1SCc1ncc(-c2ccccc2)o1`?
SF-1 act: -11; D1 mod: 2.6; DUSP1 inh: 1; FXIIa inh mix: 13; Cdc25B inh: -10; RORA act: -4; Hsp90 block: -5; Her2 expr inh: 93; TNAP act mid DEA: 0.9

Results for Cn1c(=O)c2c(nc(CN3CCc4ccccc4C3)n2Cc2ccccc2F)n(C)c1=O ?
SF-1 act: -9; D1 mod: 0.44; DUSP1 inh: 10; Cdc25B inh: 16; RORA act: -22; Hsp90 block: -14; Her2 expr inh: 106

How did CCCOc1ccc(Cn2c(=O)oc3ccc(C)cc32)cc1OC do in these assays?
SF-1 act: 0; D1 mod: 0.62; DUSP1 inh: 7; Cdc25B inh: -14; RORA act: 14; Hsp90 block: -3; Her2 expr inh: 133

Results for COc1cc2[nH]c(=O)n(Cc3ccc(C(=O)NCC4CCCO4)cc3)c(=O)c2cc1OC (configuration not stated) ?
SF-1 act: 0; D1 mod: 0.96; DUSP1 inh: 8; FXIIa inh mix: 12; Cdc25B inh: -12; RORA act: -6; Her2 expr inh: 66; TNAP act mid DEA: 0.9

What do the screens show for `O=C(Nc1ccccc1)N(CCCN1CCOCC1)Cc1cccs1`?
SF-1 act: -2; D1 mod: -0.9; DUSP1 inh: -4; FXIIa inh mix: 6; Cdc25B inh: 15; RORA act: -2; Hsp90 block: -2; Her2 expr inh: 83; TNAP act mid DEA: 0.9

How did Cn1c(Cn2c(=O)sc3ccccc32)nnc1SCC(=O)Nc1ccccc1F do in these assays?
SF-1 act: -2; DUSP1 inh: 4; FXIIa inh mix: -3; Cdc25B inh: -2; RORA act: 4; Hsp90 block: -4; Her2 expr inh: 69; TNAP act mid DEA: 0.9

How did N#CC(c1nc2ccccc2nc1N1CCCC1)S(=O)(=O)c1ccccc1 (configuration not stated) do in these assays?
SF-1 act: -9; DUSP1 inh: 8; FXIIa inh mix: 6; Cdc25B inh: 1; RORA act: 7; Her2 expr inh: 328; TNAP act mid DEA: 0.9

How did CN1CCN(C(c2cccc(C(F)(F)F)c2)c2nnnn2C(C)(C)C)CC1 (configuration not stated) do in these assays?
SF-1 act: 2; D1 mod: 0.068; DUSP1 inh: -9; FXIIa inh mix: 6; Cdc25B inh: 5; RORA act: -2; Hsp90 block: 3; Her2 expr inh: 90; TNAP act mid DEA: 0.9

How did COc1ccc(C(=O)/C=C/Nc2cc(C)on2)cc1 do in these assays?
D1 mod: -0.29; DUSP1 inh: 5; FXIIa inh mix: 4; Cdc25B inh: -8; Her2 expr inh: 96; TNAP act mid DEA: 1

Results for Cc1cc(Oc2ccccc2)nc(N)n1 ?
SF-1 act: -4; D1 mod: 4*; DUSP1 inh: 4; FXIIa inh mix: 9; Cdc25B inh: -9; RORA act: -2; Hsp90 block: 4; Her2 expr inh: 99; TNAP act mid DEA: 1

How did CCNC(=O)c1ccc(NS(=O)(=O)c2ccccc2)cc1 do in these assays?
SF-1 act: -7; D1 mod: -0.099; DUSP1 inh: -7; FXIIa inh mix: -17; Cdc25B inh: 0; RORA act: -14; Hsp90 block: 0; Her2 expr inh: 98; TNAP act mid DEA: 0.9

What do the screens show for `Cn1c(=O)c2c(nc(NCc3ccco3)n2C)n(C)c1=O`?
SF-1 act: 3; D1 mod: -0.017; DUSP1 inh: 8; FXIIa inh mix: -22; Cdc25B inh: -14; RORA act: -11; Hsp90 block: -23; Her2 expr inh: 61; TNAP act mid DEA: 0.9

Reprinted at random: two entries already listed.
How did O=C1CCCc2c1cc(C(=O)Nc1ccc(Br)cn1)c(=O)n2-c1ccccc1 do in these assays?
SF-1 act: 5; D1 mod: 0.33; DUSP1 inh: 7; FXIIa inh mix: 6; Cdc25B inh: -4; RORA act: 13; Hsp90 block: 2; Her2 expr inh: 86; TNAP act mid DEA: 0.9

Results for CCCCOC(=O)Nc1ccccc1C(=O)N1CCCC1 ?
D1 mod: 0.83; DUSP1 inh: 7; FXIIa inh mix: -8; Cdc25B inh: -8; Her2 expr inh: 103; TNAP act mid DEA: 0.9
